Screens: PubChem, National Center for Advancing Translational Sciences (NCATS)
HTT ATP protect: Huntington cell model cytoprotection by ATP luminescence | 0.14% of 230,000 active | Potency, µM (doses to about 56.4 µM), for inactives: cytoprotection (ATP increase), usual class: activators | AID 1471 | PC12 HTT-Q103 induced, cytoprotection, ATP luminescence, 40 h;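 also: % of control where 0% means no effect; nearly all actives have a fitted effect of over 45% in size; toxic huntingtin expression switched on by the ecdysone agonist tebufenozide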
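Huntington model: PC12 line, ecdysone-inducible HTTQ103 exon1–GFP, tebufenozide 100 nM. Test articles in a dose series. Endpoint luminescence from cellular ATP.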
RECQ1 helicase: inhibitors of human RECQ1 DNA helicase | RECQ1 DNA unwinding, red fluorescence kinetic read | 0.54% of 240,000 active | P46063 | Potency, µM (top dose mostly 57.3 µM), for inactives: top-dose activity, negative = inhibition, actives largely listed as inhibitors;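 also: plate controls were vehicle for no effect and no enzyme for full effect; nearly all actives have a fitted effect of over 30% in size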
Target sequence (P46063 whole entry, looked up): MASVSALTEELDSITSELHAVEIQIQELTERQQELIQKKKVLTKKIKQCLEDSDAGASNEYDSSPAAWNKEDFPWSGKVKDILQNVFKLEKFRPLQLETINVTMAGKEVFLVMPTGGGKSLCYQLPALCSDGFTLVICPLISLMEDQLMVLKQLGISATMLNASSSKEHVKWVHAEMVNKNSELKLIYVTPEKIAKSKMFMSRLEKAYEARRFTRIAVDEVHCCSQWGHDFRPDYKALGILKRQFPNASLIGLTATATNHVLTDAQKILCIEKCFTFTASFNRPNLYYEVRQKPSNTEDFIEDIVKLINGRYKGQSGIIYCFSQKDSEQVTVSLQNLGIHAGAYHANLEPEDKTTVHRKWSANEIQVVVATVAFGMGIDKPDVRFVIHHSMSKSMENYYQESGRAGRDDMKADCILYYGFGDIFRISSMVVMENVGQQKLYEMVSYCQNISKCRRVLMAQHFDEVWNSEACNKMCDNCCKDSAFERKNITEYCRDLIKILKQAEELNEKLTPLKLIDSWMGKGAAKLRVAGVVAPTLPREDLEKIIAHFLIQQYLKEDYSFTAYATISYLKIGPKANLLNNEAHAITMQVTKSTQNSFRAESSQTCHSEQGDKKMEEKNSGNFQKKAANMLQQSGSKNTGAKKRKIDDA
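RECQ1T1 50 nM; forked duplex (20 bp + 30-nt ss tails) 200 nM, ATP 2 mM final; pH 8.0, 2 mM MgCl2, 2.5 ug/ml poly(dI-dC); 15 min compound preincubation; discontinuous kinetic read over 2 h at RT.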
Tau FP inhib: blocks human tau fibril formation measured by polarization; P10636; K18 P301L tau heparin fibrillization, Alexa594 FP, 6 h; Potency, µM (highest dose often 57.7 µM), for inactives: top-dose activity, negative = inhibition, usual class: inhibitors; 0.39% of 280,000 active; also: % is scaled to controls: 0 for no effect and ±100 for the full control effect; nearly all actives have a fitted effect of over 55% in size
Target sequence (P10636 561-689 P618L limits assumed): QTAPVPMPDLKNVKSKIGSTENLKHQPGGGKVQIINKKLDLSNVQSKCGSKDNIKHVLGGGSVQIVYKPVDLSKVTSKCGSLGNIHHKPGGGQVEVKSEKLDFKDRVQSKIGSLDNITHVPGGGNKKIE
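Recombinant K18 P301L […], labeled with Alexa 594 at 0.24 uM over 15 uM unlabeled; heparin inducer 20 uM final; 37 C, 6 hr; FP endpoint.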
TRb SRC2 PPI: TRbeta-SRC2 interaction inhibition. P10828. TRbeta-SRC2 peptide binding, fluorescence polarization; receptor liganded with 1 µM T3. Potency, µM (series often up to 106 µM), for inactives: at the top dose activity change, negative = inhibition, usual class: inhibitors. 0.065% of 280,000 active;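 also: plate controls were bound peptide for no effect and peptide without receptor for full effect; nearly all actives have a fitted effect of over 50% in size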
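Human TRb LBD (0.6 uM) plus Texas Red-labeled SRC2 peptide (20 nM), 1uM T3, 5% DMSO, 5 hr at ambient temperature. Decreased polarization (555/632 nm) flags inhibition; data normalized to free and bound peptide controls.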
L3MBTL1 block: L3MBTL1 (human) inhibition | Q9Y468 | AlphaScreen L3MBTL1–H3K9me1 peptide binding | Potency, µM (highest dose often 57.1 µM), for inactives: top-dose activity, negative = inhibition, most hits filed as inhibitors | 0.66% of 230,000 active | AID 485360; also: % is scaled to controls: 0 for no effect and ±100 for the full control effect; nearly all actives have a fitted effect of over 60% in size
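AlphaScreen assay: L3MBTL1 (50 nM final) was preincubated 30 min at room temperature with biotinylated H3(1-15)K9me1 peptide (75 nM final), then 30 min with library compounds; streptavidin donor and nickel chelate acceptor beads (10 ug/mL final) added, 30 min dark.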
Tau fluor cs: counter-screen for tau fibril formation inhibitors. tau K18 P301L Alexa594 fluorescence, heparin fibrillization. Potency, µM (doses to about 57.7 µM), for inactives: at the highest dose activity change, negative = decrease. 0.93% of 280,000 active. AID 1463; also: % is scaled to controls: 0 for no effect and ±100 for the full control effect; nearly all actives have a fitted effect of over 55% in size
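Human tau K18 P301L (15 uM unlabeled, 0.24 uM Alexa 594-labeled) in 100 mM sodium acetate pH 7 with 20 uM heparin, 6 hr at 37 C. ThT 30 uM added, 1 hr ambient; Alexa 594 FP and total fluorescence read at 555/632 nm.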
Tau fibril ThT: inhibitors of human tau fibril formation, thioflavin T binding | recombinant tau K18 P301L (four-repeat tau fragment), heparin-induced fibrillization, ThT fluorescence | Potency, µM (doses to about 57.4 µM), for the others: at the highest dose activity, negative = inhibition, usual class: inhibitors | 2.1% of 270,000 active | AID 1460; also: % is scaled to controls: 0 for no effect and ±100 for the full control effect; nearly all actives have a fitted effect of over 55% in size
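Aggregation was driven by heparin (20 uM final) acting on recombinant tau […] bearing P301L in 100 mM sodium acetate pH 7; fibrils were detected with Thioflavin T.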
TR SRC2 fluor cs: Texas Red fluorescence interference in TRb-SRC2 counter-screen; AID 1479; 0.29% of 280,000 active; Potency, µM (highest dose often 106 µM), for the others: at the top dose fluorescence change, negative = quenching; TRb/SRC2 Texas Red total fluorescence interference; active = well fitted curve in either direction with a large enough effect; inconclusive = small, poorly fitted or top-dose-only effect; also: % is scaled to controls: 0 for no effect and ±100 for the full control effect
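Human TRβ ligand-binding domain (0.6 uM) and Texas Red SRC2 peptide (20 nM) in Tris buffer with 1 uM T3 and 5% DMSO were incubated with pinned compound for 5 hr at ambient temperature. Total fluorescence was computed as S + 2P (555/632 nm).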
Active calls of the source: *; i = inactive; ? = inconclusive; . = no result given; [ ] = remark or other dose. Unless noted, calls follow the shape of the dose curve; as a rule, active = well fitted curve in the direction sought with a large enough effect; inconclusive = small, poorly fitted or top-dose-only effect, or another doubt; inactive = no such curve, though single readings can be large; an effect the other way counts as inactive or inconclusive. Potency is read from the fitted curve at half-maximal effect. An excerpt, so the mix of outcomes need not match the whole.

Screens by letter: A = HTT ATP protect; B = RECQ1 helicase; C = Tau FP inhib; D = TRb SRC2 PPI; E = L3MBTL1 block; F = Tau fluor cs; G = Tau fibril ThT; H = TR SRC2 fluor cs
Structure: COc1ccc(NC2C=CS(=O)(=O)C2)c(OC)c1 (centres undefined)
  A: -1%[0.074 µM]; B: -7%; C: 8%; D: -9%; E: -9%; F: -2%; G: ?; H: 7%

Structure: Oc1c(C(c2ccccc2)N2CCN(c3cccc(Cl)c3)CC2)sc2nc(-c3ccco3)nn12 (centres undefined)
  A: .; B: .; C: -15%; D: -6%; E: .; F: -27%; G: -17%; H: 3%

Structure: COc1cccc(/C=N/Nc2cc(Cl)nc(C)n2)c1O
  A: 1%[10 µM]; B: -13%; C: 2%; D: 3%; E: 13%; F: -18%; G: ?; H: -7%

Structure: O=C(CN1CCN(S(=O)(=O)c2ccc3ccccc3c2)CC1)NC(=O)NC1CCCCC1
  A: -31%; B: -21%; C: -5%; D: 1%; E: .; F: -24%; G: -15%; H: -4%

Structure: Cc1nc(SCc2cccc(F)c2)[nH]c(=O)c1C#N
  A: -23%[0.074 µM]; B: i; C: -3%; D: 4%; E: 8%; F: -14%; G: -20%; H: 3%

Structure: C=CCN1C(=O)N/C(=C/c2ccc(C)o2)C1=O
  A: -15%[10 µM]; B: 5%; C: ?; D: -27%; E: 2%; F: -13%; G: 25µM*; H: 16%

Structure: Cc1cc(NCCCCO)n2c(nc3ccccc32)c1C#N
  A: 8%[10 µM]; B: -8%; C: -12%; D: 2%; E: -4%; F: -19%; G: -10%; H: -3%

Structure: Nc1ccc(S(=O)(=O)c2ccc(N)c(N)c2)cc1
  A: -17%; B: -5%; C: 6%; D: -1%; E: .; F: -2%; G: -4%; H: 0%

Structure: Cc1cccc(CS(=O)(=O)c2nnc([C@H](Cc3ccccc3)NC(=O)OC(C)(C)C)o2)c1
  A: -159%[inhibitor]; B: -8%; C: -9%; D: -18%; E: .; F: -2%; G: -2%; H: -3%

Structure: Cc1nn2c(C)c(C(=O)N3CCN(c4ccccc4)CC3)cnc2c1-c1ccccc1
  A: .; B: .; C: 5%; D: -2%; E: .; F: -9%; G: -11%; H: 0%

Structure: COc1ccc(Cl)cc1C(=O)CSc1nc(N)cc(N)n1
  A: -10%; B: -1%; C: -1%; D: 4%; E: 10%; F: -5%; G: -7%; H: -3%

Structure: COCCNC(=O)CN(C(=O)Cn1nnc2ccccc21)c1ccc(C)c(F)c1
  A: 6%[1.9 µM]; B: -7%; C: 1%; D: -17%; E: -5%; F: -1%; G: -14%; H: -1%

Structure: CSC(=NC#N)N1CCN(c2ccc([N+](=O)[O-])cc2)CC1
  A: -21%; B: i; C: 0%; D: -4%; E: -7%; F: -21%; G: 2µM*; H: -1%

Structure: O=C(/C=C/c1ccc(F)cc1)Nc1nc2n(n1)C(c1ccc(Cl)cc1)C=C(c1ccccc1)N2 (centres undefined)
  A: .; B: .; C: -3%; D: 5%; E: .; F: -9%; G: 3%; H: 1%

Structure: Cc1ccc(CNC(=O)C2CCCN(S(=O)(=O)c3ccc4c(ccn4C)c3)C2)cc1 (centres undefined)
  A: .; B: .; C: -8%; D: -1%; E: .; F: -19%; G: -4%; H: 0%

Structure: CCCc1cc(=O)[nH]c(SCC(=O)CSc2nc(CCC)cc(=O)[nH]2)n1
  A: -29%; B: i; C: ?; D: -1%; E: 6%; F: -26%; G: 16µM*; H: -3%

Structure: Cc1ccc(NC(=O)COC(=O)CN2C(=O)NC3(CCCC3)C2=O)cc1S(=O)(=O)N(C)C
  A: -7%; B: 10%; C: 1%; D: -5%; E: 1%; F: 1%; G: -6%; H: 1%

Structure: Cc1ccc(CN2CCNC(=O)C2CC(=O)NCCCn2ncc3ccccc32)o1 (centres undefined)
  A: -6%[10 µM]; B: -5%; C: -10%; D: -3%; E: -2%; F: -2%; G: ?; H: -2%

Structure: CCCNS(=O)(=O)c1ccc(OCC(=O)Nc2ccccc2F)cc1
  A: 11%[10 µM]; B: -5%; C: -1%; D: 5%; E: 6%; F: -17%; G: -16%; H: 0%

Structure: COC(=O)c1cc2sc(C)cc2n1CC(=O)Nc1cccc(SC)c1
  A: .; B: .; C: ?; D: 4%; E: .; F: -16%; G: 11%; H: -21%

Structure: CN(C)C(=O)CSc1nnc2sc3ccccc3n12
  A: 2%; B: -12%; C: 7%; D: 2%; E: 3%; F: 7%; G: -2%; H: 1%

Structure: CC(C)Oc1ccc(C2CNC(=O)C2)cc1 (centres undefined)
  A: -11%; B: -10%; C: 4%; D: -14%; E: .; F: 0%; G: -5%; H: 1%

Structure: COc1ccccc1-n1nc(C(=O)O)c2ccccc2c1=O
  A: -2%[10 µM]; B: -2%; C: 6%; D: 2%; E: 1%; F: 8%; G: 3%; H: 4%

Structure: C/C(=N/NC(=O)c1ccccc1)c1ccc(NC(=O)C(F)(F)F)cc1
  A: 4%; B: i; C: -4%; D: 10%; E: -2%; F: -2%; G: -9%; H: -1%

Structure: CCOC(=O)N1CCN(c2cc(N(C)CCO)c([N+](=O)[O-])c3nonc23)CC1
  A: -9%; B: -3%; C: -1%; D: -3%; E: .; F: -3%; G: ?; H: -1%

Structure: O=C(N1CCCCC1)C12CC3CC(C1)CC(C(=O)N1CCCCC1)(C3)C2
  A: 1%; B: 0%; C: 5%; D: 1%; E: .; F: -1%; G: -3%; H: -2%

Structure: O=C(O)CCS(=O)(=O)Cc1cccc(Cl)c1
  A: -14%; B: -11%; C: 1%; D: 2%; E: 7%; F: -2%; G: 0%; H: 1%

Structure: O=C1CCCCC1Sc1nnc(Cc2cccs2)n1CCc1ccccc1 (centres undefined)
  A: -14%; B: -19%; C: 4%; D: -7%; E: -9%; F: 3%; G: -3%; H: 1%

Structure: O=C(Nc1ccccc1)C(=O)c1cn(CC(=O)N2CCCCC2)c2ccccc12
  A: 6%[10 µM]; B: -14%; C: 0%; D: 9%; E: -10%; F: -27%; G: -13%; H: -5%

Structure: CNC(=O)CS(=O)(=O)CC(=O)Nc1cc(OC(C)C)c(Cl)cc1Cl
  A: -2%[10 µM]; B: i; C: 0%; D: -3%; E: 3%; F: 1%; G: 3%; H: 1%

Structure: Cc1nc(N2CCOCC2)c2c(C(=O)N3CCN(c4ccccc4F)CC3)c(C)oc2n1
  A: .; B: .; C: -14%; D: -3%; E: .; F: -6%; G: 3%; H: ?

Structure: CCOC(=O)c1cc(-c2ccc(C)c([N+](=O)[O-])c2)nc2c1c(=O)n(C)c(=O)n2C
  A: 10%[10 µM]; B: -4%; C: -7%; D: -3%; E: -3%; F: -8%; G: -10%; H: -4%

Structure: COc1cccc(-c2nnn(CCc3nn[nH]n3)n2)c1
  A: -10%[1.9 µM]; B: -4%; C: 2%; D: -18%; E: 45%[activator]; F: 3%; G: ?; H: 1%

Structure: COc1cc(-c2noc(CCC(=O)Nc3cccnc3)n2)cc(OC)c1OC
  A: -8%; B: i; C: -3%; D: 2%; E: 0%; F: -2%; G: -4%; H: 1%

Structure: O=C(CN1C(=O)/C(=C/c2ccccc2F)Sc2ccccc21)N1CCN(c2ccccn2)CC1
  A: -5%; B: -4%; C: 1%; D: 0%; E: .; F: -13%; G: -2%; H: -2%

Structure: Cc1nn(-c2ccc(F)cc2)c(Cl)c1/C=N/NC(=O)c1ccc(O)cc1
  A: -18%[10 µM]; B: -25%; C: -1%; D: 10%; E: 4%; F: -21%; G: -14%; H: -4%

Structure: COC(=O)Nc1ccc(C)cc1NC(=O)OC
  A: -4%[0.074 µM]; B: 3%; C: -1%; D: -10%; E: -6%; F: -6%; G: -5%; H: 1%

Structure: O=C(CN1CCOCC1)N/N=C/c1cc2ccccc2nc1Cl
  A: -2%[10 µM]; B: 5%; C: -9%; D: -5%; E: -2%; F: -6%; G: -17%; H: -8%

Structure: Cc1oc(-c2ccccc2)nc1Cn1c(=O)cc(-c2ccccc2)c2c(C)nn(C)c21
  A: .; B: .; C: 5%; D: -10%; E: .; F: 0%; G: ?; H: -3%

Structure: Cc1ccc(N(C)C(=O)C2CCN(S(=O)(=O)c3c(C)noc3/C=C/c3c(C)cc(C)cc3C)CC2)cc1
  A: .; B: .; C: 1%; D: 1%; E: .; F: -7%; G: -11%; H: -13%

Structure: C(#CC1CCCCC1)c1ccc2c(c1)COc1c3ccccc3nn1-2
  A: 35%[10 µM]; B: i; C: 4%; D: 7%; E: .; F: 1%; G: ?; H: -1%

Structure: CC(C)c1ccc(NC(=S)NN2C(C)CCCC2C)cc1 (centres undefined)
  A: -22%; B: -15%; C: 8%; D: -4%; E: ?; F: -9%; G: -3%; H: 0%

Structure: CN1CCN(CCc2nc3cc(NC(=O)COc4ccccc4)ccc3n2C)CC1
  A: -12%; B: ?; C: 0%; D: 4%; E: 0%; F: -1%; G: -5%; H: 2%

Structure: CC12COC3(C(=O)Nc4ccc5ccccc5c4)CC1CCC32C (centres undefined)
  A: -33%[inhibitor]; B: i; C: -5%; D: -1%; E: 3%; F: -25%; G: -9%; H: -1%

Part of the list above, as comma-separated lines:
structure,HTT ATP protect,RECQ1 helicase,Tau FP inhib,TRb SRC2 PPI,L3MBTL1 block,Tau fluor cs,Tau fibril ThT,TR SRC2 fluor cs
Cc1oc(-c2ccccc2)nc1Cn1c(=O)cc(-c2ccccc2)c2c(C)nn(C)c21,.,.,5%,-10%,.,0%,?,-3%
Cc1ccc(N(C)C(=O)C2CCN(S(=O)(=O)c3c(C)noc3/C=C/c3c(C)cc(C)cc3C)CC2)cc1,.,.,1%,1%,.,-7%,-11%,-13%
C(#CC1CCCCC1)c1ccc2c(c1)COc1c3ccccc3nn1-2,35%[10 µM],i,4%,7%,.,1%,?,-1%
CC(C)c1ccc(NC(=S)NN2C(C)CCCC2C)cc1 (centres undefined),-22%,-15%,8%,-4%,?,-9%,-3%,0%
CN1CCN(CCc2nc3cc(NC(=O)COc4ccccc4)ccc3n2C)CC1,-12%,?,0%,4%,0%,-1%,-5%,2%
CC12COC3(C(=O)Nc4ccc5ccccc5c4)CC1CCC32C (centres undefined),-33%[inhibitor],i,-5%,-1%,3%,-25%,-9%,-1%
